Bioassay records: PubChem, Sanford-Burnham Center for Chemical Genomics
hIAP act: increases human intestinal alkaline phosphatase activity. P09923. purified human IAP, CDP-Star luminescence, 30 min; hits give high values; 1 = vehicle-only enzyme, 0 = enzyme-free background. activation factor at 10 µM. 0.16% of 330,000 active;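 active = activation factor of the enzyme at least 2-fold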; note: the source names both 10 and 20 µM as test concentration; values of inactives mirror those of a sister screen read the other way
mIAP block: mouse IAP inhibition | 0.2% of 330,000 active | inhibition, % at 10 µM | AID 2806 | purified mouse IAP, CDP-Star luminescence, 30 min;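 active = inhibition of at least 40% at 10 µM in the primary screen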;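 note: plate controls were DMSO with enzyme for no effect and no enzyme wells for full effect; values of inactives mirror those of a sister screen read the other way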
hIAP inh: human IAP inhibition. purified IAP, CDP-Star luminescence, 30 min. P09923. inhibition, % at 10 µM. 0.12% of 330,000 active;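 active = inhibition reaching a set limit with compound at 10 µM in the primary screen, cut at about 35% in these data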;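 note: plate controls were DMSO wells with enzyme for no effect and no-enzyme buffer wells for full effect; values of inactives mirror those of a sister screen read the other way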
mIAP activ: mouse IAP activation. muIAP, CDP-Star luminescence, 30 min; hits give high values; 1 = vehicle-only enzyme signal, 0 = enzyme-free wells. activation factor at 10 µM. 0.24% of 330,000 active;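 active = activation factor of at least 2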; note: the source names both 10 and 20 µM as test concentration; values of inactives mirror those of a sister screen read the other way
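Assay system: mouse IAP enzyme; Reagent: CDP-Star chemiluminescent phosphatase substrate; Compound: DMSO-dissolved test compounds; Incubation: 30 min, room temperature; Technique: luminescence from enzymatic CDP-Star hydrolysis; Controls: DMSO-only wells and no-enzyme negative control.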
PfG6PD inh: PfG6PD (Plasmodium falciparum) enzyme inhibition; PfGluPho enzyme, NADPH resazurin-diaphorase fluorescence; 0.78% of 350,000 active; inhibition, % at 20 µM;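 active = inhibition reaching at least a set limit at 20 µM in the primary screen, cut at about 59% in these data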;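 note: 0% = DMSO wells with substrate and 100% = DMSO wells lacking glucose-6-phosphate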
APOBEC3A inh: inhibitors of human APOBEC3A DNA deaminase; P31941; recombinant A3A, FAM/TAMRA ssDNA deamination fluorescence; inhibition, % at 20 µM; 0.41% of 330,000 active;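 active = at least 40% inhibition at 20 µM here, with at most 30% in a related deaminase screen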;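 note: plate controls were A3A with DMSO for no effect and wells lacking A3A enzyme for full effect; some results filed as inactive read as strong as hits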
Target sequence (P31941 whole entry, looked up): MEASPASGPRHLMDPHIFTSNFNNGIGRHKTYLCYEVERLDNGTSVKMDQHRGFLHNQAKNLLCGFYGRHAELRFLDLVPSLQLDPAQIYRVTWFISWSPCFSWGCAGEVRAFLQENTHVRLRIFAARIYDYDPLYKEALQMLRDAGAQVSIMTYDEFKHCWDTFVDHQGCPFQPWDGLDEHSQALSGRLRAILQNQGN
HKDC1 inh: HKDC1 (human) hexokinase inhibition; 0.16% of 340,000 active; inhibition, % at 20 µM; recombinant HKDC1, G6PDH/diaphorase resazurin coupled fluorescence; Q2TB90;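 active = inhibition above about 35% when tested at 20 µM, limit read from the data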;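 note: plate controls were DMSO wells with enzyme for no effect and DMSO wells lacking enzyme for full effect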
Target sequence (Q2TB90 whole entry, looked up): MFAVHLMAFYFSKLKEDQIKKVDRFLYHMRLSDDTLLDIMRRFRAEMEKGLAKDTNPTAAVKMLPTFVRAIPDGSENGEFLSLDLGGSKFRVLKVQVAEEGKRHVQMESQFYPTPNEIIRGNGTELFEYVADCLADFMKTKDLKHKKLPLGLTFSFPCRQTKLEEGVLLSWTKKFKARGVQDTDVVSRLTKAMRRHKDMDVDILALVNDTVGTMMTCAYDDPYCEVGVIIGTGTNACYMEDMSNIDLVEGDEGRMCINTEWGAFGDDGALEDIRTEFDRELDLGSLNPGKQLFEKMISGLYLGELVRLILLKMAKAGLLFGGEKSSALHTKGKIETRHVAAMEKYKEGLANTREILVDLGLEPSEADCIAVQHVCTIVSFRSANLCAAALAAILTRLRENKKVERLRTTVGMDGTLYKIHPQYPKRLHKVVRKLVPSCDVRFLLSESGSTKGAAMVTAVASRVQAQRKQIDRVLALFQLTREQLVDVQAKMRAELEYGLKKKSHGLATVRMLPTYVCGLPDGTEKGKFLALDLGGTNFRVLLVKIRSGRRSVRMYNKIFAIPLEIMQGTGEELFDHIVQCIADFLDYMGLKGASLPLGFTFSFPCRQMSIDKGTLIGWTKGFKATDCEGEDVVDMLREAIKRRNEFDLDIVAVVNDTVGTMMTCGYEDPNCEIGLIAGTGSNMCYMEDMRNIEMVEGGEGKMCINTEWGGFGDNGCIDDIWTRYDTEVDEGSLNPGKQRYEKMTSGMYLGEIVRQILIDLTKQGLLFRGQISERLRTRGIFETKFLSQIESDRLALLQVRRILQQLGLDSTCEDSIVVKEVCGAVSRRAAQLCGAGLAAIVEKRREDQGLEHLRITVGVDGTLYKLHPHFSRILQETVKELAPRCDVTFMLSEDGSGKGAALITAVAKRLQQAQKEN
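Test system: Recombinant HKDC1 (HK5) hexokinase enzyme, produced in-house | Input: HKDC1 at 5 µg/mL | Buffer or medium: Tris pH 8.0 buffer with MgCl2, Tween-20, BSA, BME | Schedule: 90 min reaction incubation at room temperature, dark | Technique: Resazurin-to-resorufin fluorescence via G6PDH and diaphorase coupling, 525/613 nm | Controls: DMSO wells with and without enzyme mix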
ATG4B inh: blocks human ATG4B protease cleavage of LC3 substrate; Q9Y4P1; inhibition, % at 8.33 µM; 0.51% of 340,000 active; ATG4B cleavage of LC3-PLA2, NBD-HPC fluorescence, 1 h; in the data active = inhibition above about 40%
The depositor's hits bear a star; . = not tested or not shown.

APOBEC3A inh,mIAP block,HKDC1 inh,hIAP inh,SMILES,ATG4B inh,mIAP activ,PfG6PD inh,hIAP act
2,-2,27,12,CCOC(=O)c1c(OCC)[nH]c2c1cc(O)c1ccccc12,22,1,69*,0.88
-2,7,-4,-4,COc1ccccc1CNC(=O)CN(C)S(=O)(=O)c1cccc2cccnc12,0,0.93,0,1
-1,3,4,-6,CCC(CC)c1nnc(NC(=O)CCc2ccccc2)s1,-2,0.97,9,1.1
-1,3,3,-6,CCOC(=O)c1ccc(NCc2ccc3c(c2)OCO3)cc1,-2,0.97,-8,1.1
0,8,-13,5,CCOC(=O)c1ccc(NC(=S)Nc2ccccc2)cc1,-7,0.92,18,0.95
-5,-2,0,2,CCOc1ccc(C2c3[nH]c4ccccc4c3C[C@H]3C(=O)N(C4CC4)CC(=O)N23)cc1OC (stereo not given in full),4,1,-9,0.98
-1,5,-4,21,O=C(Nc1cc(Sc2nc3ccccc3s2)cc([N+](=O)[O-])c1)c1ccccc1,13,0.95,4,0.79
47*,-3,2,-16,Cc1ccc(S(=O)(=O)N2CCN(C(=O)COC(=O)CCOc3ccccc3C)CC2)c(C)c1,-11,1,4,1.2
-2,23,.,-2,CCOC(=O)CCCCC(=O)c1[nH]c(=O)[nH]c1CSc1nnc2c3cc(Br)ccc3n(C)c2n1,.,0.77,.,1
7,2,-4,2,C#CCOC(=O)C[N+](C)(C)CC=C,-7,0.98,11,0.98
-2,-2,-4,-13,CN(C)S(=O)(=O)c1ccc(C(=O)NCc2nnc(SCC(=O)c3ccccc3)o2)cc1,4,1,-17,1.1
-3,-1,-3,-14,O=C(O)c1cncc(C#Cc2ccccc2)c1,3,1,-15,1.1
-3,6,2,-2,COc1ccc(C(=O)Nc2cccc(OC)c2)cc1,8,0.94,32,1
0,-4,1,-5,COc1ccc(C(=O)Nc2nc(C)cs2)cc1S(=O)(=O)N1CCCC1,-12,1,3,1.1
-1,6,-3,-2,CCc1ccc(NC(=O)CNC(=O)Cn2ccc3ccccc3c2=O)cc1,0,0.94,4,1
-8,6,-4,10,COc1ccc(CNc2nccs2)cc1OC,-5,0.94,9,0.9
0,4,-1,13,NS(=O)(=O)c1ccc(CCNC(=O)C2CCCN2S(=O)(=O)c2cccc3nsnc23)cc1 (stereo not given),0,0.96,-5,0.87
-1,-1,3,-10,CCOc1ccc(S(=O)(=O)NCCC(=O)OC(C)C(=O)N2CCc3ccccc32)cc1 (stereo not given),-7,1,-11,1.1
-3,2,-2,2,NC(=O)[C@H]1CC2(CC(c3cccc(NC(=O)[C@H]4CCC(=O)N4)c3)=NO2)CN1C(=O)c1ccccc1C(=O)c1ccccc1 (stereo not given in full),-22,0.98,-4,0.98
2,1,3,4,O=[N+]([O-])c1ccc2oc(C(O)c3cccc(Cl)c3)cc2c1 (stereo not given),8,0.99,7,0.96
-4,5,-3,7,COc1ccc(-c2nc(CCl)cs2)cc1,2,0.95,1,0.93
-1,-6,-4,2,O=C(NCCC(=O)N1CCCCC1)c1ccccc1Cl,3,1.1,-7,0.98
0,-81,2,13,C[C@@H](C(=O)Nc1ccc2ccccc2c1)[C@H]1C[C@]1(C)[C@H](NC(=O)c1cccnc1)c1ccccc1,-15,1.8,19,0.87
-1,-12,1,-8,COc1ccc(N2CCN(C3CC(=O)NC3=O)CC2)cc1 (stereo not given),-1,1.1,6,1.1
-3,6,-10,25,COc1c(Cl)cc(Cl)cc1CNCCO,-1,0.94,-11,0.75

Filtered by structure, those above containing four or more nitrogen atoms (4)
APOBEC3A inh,mIAP block,HKDC1 inh,hIAP inh,SMILES,ATG4B inh,mIAP activ,PfG6PD inh,hIAP act
-2,23,.,-2,CCOC(=O)CCCCC(=O)c1[nH]c(=O)[nH]c1CSc1nnc2c3cc(Br)ccc3n(C)c2n1,.,0.77,.,1
-2,-2,-4,-13,CN(C)S(=O)(=O)c1ccc(C(=O)NCc2nnc(SCC(=O)c3ccccc3)o2)cc1,4,1,-17,1.1
0,4,-1,13,NS(=O)(=O)c1ccc(CCNC(=O)C2CCCN2S(=O)(=O)c2cccc3nsnc23)cc1 (stereo not given),0,0.96,-5,0.87
-3,2,-2,2,NC(=O)[C@H]1CC2(CC(c3cccc(NC(=O)[C@H]4CCC(=O)N4)c3)=NO2)CN1C(=O)c1ccccc1C(=O)c1ccccc1 (stereo not given in full),-22,0.98,-4,0.98

Next section
APOBEC3A inh,mIAP block,HKDC1 inh,hIAP inh,SMILES,ATG4B inh,mIAP activ,PfG6PD inh,hIAP act
-1,1,10,-4,COc1ccc(NC(=O)CC2SC(=O)NC2=O)cc1 (stereo not given),4,0.99,-16,1
-3,-7,2,-90,COC(=O)CN1C(c2ccccc2O)Nc2ccc(Br)cc2C1c1ccccc1 (stereo not given),-3,1.1,12,1.9
-2,-10,-4,6,COCc1cc(C)nc(SCC(=O)Nc2cccc(C)c2)c1C#N,3,1.1,-7,0.94
4,-12,13,-2,Cc1cc(NC(=O)CSc2nnc(C3CC3)n2-c2ccccc2)no1,-8,1.1,3,1
32,2,-7,-15,O=C(O)CSC1=NC(=Nc2cccc(Cl)c2)C2(CCCCC2)N1c1ccccc1,-4,0.98,-10,1.2
3,-12,-4,-6,O=C(O)COc1ccc(-c2nnn(Cc3ccccc3F)n2)cc1,6,1.1,-24,1.1
-3,-1,-1,14,CC1=C(N2CCN(c3ncccn3)CC2)CCC1=O,6,1,13,0.85
-5,2,-6,-9,CCc1cccc(CC)c1NC(=O)C1CSC2(C)CCC(=O)N12 (stereo not given),1,0.98,4,1.1
3,-2,3,-24,N/C(=N\OC(=O)COc1ccc(Br)cc1Cl)c1ccccn1,6,1,-6,1.2
26,-64,-1,2,COc1ccc(NC(=O)Cc2ccc(Cl)cc2)cc1S(=O)(=O)N1CCCCC1,-4,1.6,3,0.98
5,6,12,-7,COc1ccc2nc(N3CCCC3)c(C#N)cc2c1,-19,0.94,7,1.1
-2,-4,0,11,CCOC(=O)CCc1c(C)nc2c(c(C)nn2-c2ccc(C)cc2)c1C,-1,1,0,0.89
0,-2,-5,17,C/C(=N/NC(=O)c1ccc(Br)o1)c1cccc(NC(=O)c2ccc(C)o2)c1,-8,1,-2,0.83
3,-2,-6,-17,CC(=O)N1N=C(N)SC12CCCC2,-5,1,6,1.2
-3,-7,-9,-26,CC(OC(=O)Cn1cnc2c1c(=O)n(C)c(=O)n2C)C(=O)NC1(C#N)CCCCC1 (stereo not given),2,1.1,1,1.3
0,1,6,6,CCOCCCNC(=O)c1cc(Cl)c(NC(=O)C2=C(C)OCCS2)cc1OC,-4,0.99,17,0.94
-3,13,-6,-7,S=C(N/N=C/c1ccc2ncccc2c1)Nc1cccnc1,-4,0.87,69*,1.1
-1,-2,-3,1,Cc1ccc(SCCNC(=O)c2ccccc2C)cc1,11,1,-13,0.99
-1,-1,12,-6,CSC1=C(C#N)C(=O)NC(c2ccccc2O)S1 (stereo not given),14,1,-9,1.1
-7,1,-3,-4,CCOC(=O)N1CCN(C(=S)NC(=O)/C=C/c2ccc(C)cc2)CC1,-1,0.99,-2,1
0,3,-4,15,CC(C)C(=O)Nc1ccc(-c2nc3ncccc3o2)cc1,4,0.97,15,0.85
5,6,-3,6,CC(C)n1cc(CN2CCC(Oc3ccc(C(=O)N4CCCC4)cc3)CC2)cn1,6,0.94,3,0.94
-5,-5,3,8,COc1ccc(OC)c(CCNC(=O)c2cccc(NC(=O)C3=C(C)OCCS3)c2)c1,-9,1,4,0.92
0,7,-7,-2,CN1CCN(S(=O)(=O)c2ccc3c(c2)OCCO3)CC1,-6,0.93,-23,1
2,-4,-11,16,CCOC(=O)COc1ccc(Oc2nc(C)cc(OC)n2)nn1,4,1,-11,0.84
4,-4,1,-37,Cc1cc(-c2nnc3n2N=C(c2ccc(F)cc2)CS3)n[nH]1,-6,1,5,1.4
-1,-2,-6,-3,Cc1ccc2c(c1)C(=C(C#N)C#N)C(=O)N2CCN1CCOCC1,5,1,16,1
1,6,0,5,O=C(Nc1ccc(F)cc1)C1CCCN1S(=O)(=O)c1cccc2nsnc12 (stereo not given),-10,0.94,6,0.95
4,0,-5,12,CCCCN(C(=O)C1CCN(C(=O)c2ccccc2C)CC1)c1c(N)n(CCC)c(=O)[nH]c1=O,3,0.99,3,0.88
-1,6,5,0,CC(=O)c1ccc(N2CCN(C(=O)c3cc(-c4ccncc4)nc4ccc(Cl)cc34)CC2)cc1,-1,0.94,-6,1
-2,16,0,10,O=C(Nc1ccccc1)OCc1cn(-c2ccc(Cl)cc2)nn1,21,0.84,4,0.9
-1,-6,-3,-8,O=C1C=C(c2cccc3c2oc2ccccc23)C[C@@H](c2ccc(F)cc2)C1,-10,1.1,20,1.1
5,1,-1,6,Cc1nn(Cc2ccc([N+](=O)[O-])cc2)c(=O)n1N(C)c1ncc(C(F)(F)F)cc1Cl,-13,0.99,13,0.94
0,14,-34,-20,O=C(Nc1nc(-c2ccccn2)cs1)c1cc(Cl)ccc1[N+](=O)[O-],-5,0.86,47,1.2
-2,-6,1,-15,O=C(c1ccc(NC(=S)Nc2ccc(F)cc2F)cc1)N1CCOCC1,-5,1.1,-2,1.1
1,0,8,3,Cc1cc(C)n(-c2ccc(C(=O)Nc3sccc3C(N)=O)cc2)n1,-12,1,22,0.97
4,7,-10,-26,Cc1oc2cc3c(C(=O)N4CCCCC4)c(C)oc3cc2c1C(=O)N1CCCCC1,-3,0.93,-8,1.3
-1,-11,-4,-4,O=S(=O)(c1ccc2ncn(O)c2c1)N1CCOCC1,-7,1.1,-5,1
1,-5,1,-9,O/N=C/c1cn(-c2ccccc2)nc1-c1ccc2c(c1)OCCO2,-17,1.1,-5,1.1
-1,-8,4,-21,Cc1cccc(Nc2nc(N)nc(CN3CCC(C)CC3)n2)c1C,-11,1.1,-25,1.2
0,2,-3,24,CN(Cc1ccccc1F)C(=O)c1ccc(NS(=O)(=O)c2ccc3[nH]c(=O)[nH]c3c2)cc1,-6,0.98,-28,0.76
3,-6,0,24,Cc1ccc(NC(=O)C2C3C=CC(O3)C2C(=O)O)c(C)c1 (stereo not given),-4,1.1,13,0.76
-2,16,-5,8,CC1(C)Cc2c(cnn2-c2ccccc2)C(=O)/C1=N\NC(=O)c1ccccc1,-15,0.84,14,0.92
2,-5,0,6,COc1ccc(CCC(=O)NC(C)c2ccccc2)cc1OC (stereo not given),-2,1,-22,0.94
-5,6,-6,-12,CC(Sc1nnc(C2CC2)n1N)C(=O)NC1CCCCC1C (stereo not given),2,0.94,16,1.1
-1,7,-4,-54,C=CCNC(=S)NNC(=O)c1ccccc1OCC,-4,0.93,4,1.5
-6,3,-8,-1,COc1cccc(CNCc2ccccc2OC)c1,-4,0.97,-3,1
-4,-4,2,-13,COc1ccc(C(=O)NC2CC2)cc1OC1CCN(Cc2cc(C)c(C)cc2C)CC1,1,1,2,1.1
1,2,-7,-1,CCS(=O)(=O)N1CCN(C2Cc3ccccc3C2)CC1,-8,0.98,3,1
2,-6,1,4,COc1ccc(CCn2c(C3CCCCC3)nc3c(c(=O)c4ccccc4n3C)c2=O)cc1OC,24,1.1,-1,0.96
0,4,-7,-2,CCCCN(C)C(=O)c1ccc2c(c1)N(CC)C(=O)c1ccccc1S2=O (stereo not given),-3,0.96,3,1
5,-4,-23,-16,CCOC(=O)CN1C(=O)C2Cc3ccccc3CN2C1=S (stereo not given),-15,1,-24,1.2

Only PfG6PD inh, hIAP inh and APOBEC3A inh, for 2 of the compounds above:
molecule,PfG6PD inh,hIAP inh,APOBEC3A inh
CCOC(=O)c1c(OCC)[nH]c2c1cc(O)c1ccccc12,69*,12,2
COc1ccccc1CNC(=O)CN(C)S(=O)(=O)c1cccc2cccnc12,0,-4,-2
